# p-CIP stab down – compounds decreasing mouse p/CIP protein stability | Q05BA5 | F442A p/CIP-EGFP cells, EGFP fluorescence, 16 h | decrease of EGFP signal, % at 10 µM | hit rate 0.01% among 290,000 | AID 1984;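 active = EGFP signal decrease of at least 30% at 10 µM or well 3 SD below plate mean, unless failing retest; inactive = the rest, including hits failing retest or dose response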; note: some compounds called inactive have numbers as strong as hits; many of its hits are not listed in these tables
# NALP1 inh – blocks the NALP1 inflammasome reconstituted in yeast | hit rate 0.61% among 280,000 | S. cerevisiae NALP1/ASC/caspase-1 growth, X-gal OD620, 72 h | inhibition, % at 10 µM; in the data active = inhibition mostly above about 24%, no sharp cut-off; inactive = mostly below about 32%; note: some compounds called inactive have numbers as strong as hits
# VIM-2 inh – inhibitors of Pseudomonas aeruginosa VIM-2 metallo-beta-lactamase; inhibition, % at 5.6 µM; hit rate 0.89% among 290,000; AID 1527; purified VIM-2, nitrocefin hydrolysis, epi-absorbance fluorescence;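 active = inhibition above the mean of all tested compounds plus 3 SD, cutoff set per screening run, cut at about 7.5% in these data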;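 note: red hydrolysis product quenches plate fluorescence so inhibitors raise well fluorescence; 0% = enzyme with DMSO and 100% = DMSO without enzyme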
# M18AAP inhibitor – blocks P. falciparum M18 aspartyl aminopeptidase; recombinant PfM18AAP, H-Glu-NHMec fluorogenic cleavage; inhibition, % at 7.35 µM; hit rate 1.2% among 290,000; AID 1822;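 active = inhibition above the campaign mean inhibition over all tested compounds plus 3 SD, cut at about 28% in these data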;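 note: 0% = plate median of test compound wells and 100% = 2 mM ZnCl2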
# IDE inh – inhibits human insulin-degrading enzyme in HEK cells; inhibition, % at 5.59 µM; FAbetaB cleavage, fluorescence polarization; hit rate 0.41% among 320,000; P14735;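 active = percent inhibition above the average of all tested compounds plus 3 SD, set per screening campaign, cut at about 16% in these data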;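 note: IDE supplied by intact live HEK cells; FP after avidin binding of uncleaved biotin substrate so inhibition keeps polarization high; 0% = DMSO wells and 100% = 60 µM reference IDE inhibitor Ii1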
# Target sequence (P14735 whole entry, looked up): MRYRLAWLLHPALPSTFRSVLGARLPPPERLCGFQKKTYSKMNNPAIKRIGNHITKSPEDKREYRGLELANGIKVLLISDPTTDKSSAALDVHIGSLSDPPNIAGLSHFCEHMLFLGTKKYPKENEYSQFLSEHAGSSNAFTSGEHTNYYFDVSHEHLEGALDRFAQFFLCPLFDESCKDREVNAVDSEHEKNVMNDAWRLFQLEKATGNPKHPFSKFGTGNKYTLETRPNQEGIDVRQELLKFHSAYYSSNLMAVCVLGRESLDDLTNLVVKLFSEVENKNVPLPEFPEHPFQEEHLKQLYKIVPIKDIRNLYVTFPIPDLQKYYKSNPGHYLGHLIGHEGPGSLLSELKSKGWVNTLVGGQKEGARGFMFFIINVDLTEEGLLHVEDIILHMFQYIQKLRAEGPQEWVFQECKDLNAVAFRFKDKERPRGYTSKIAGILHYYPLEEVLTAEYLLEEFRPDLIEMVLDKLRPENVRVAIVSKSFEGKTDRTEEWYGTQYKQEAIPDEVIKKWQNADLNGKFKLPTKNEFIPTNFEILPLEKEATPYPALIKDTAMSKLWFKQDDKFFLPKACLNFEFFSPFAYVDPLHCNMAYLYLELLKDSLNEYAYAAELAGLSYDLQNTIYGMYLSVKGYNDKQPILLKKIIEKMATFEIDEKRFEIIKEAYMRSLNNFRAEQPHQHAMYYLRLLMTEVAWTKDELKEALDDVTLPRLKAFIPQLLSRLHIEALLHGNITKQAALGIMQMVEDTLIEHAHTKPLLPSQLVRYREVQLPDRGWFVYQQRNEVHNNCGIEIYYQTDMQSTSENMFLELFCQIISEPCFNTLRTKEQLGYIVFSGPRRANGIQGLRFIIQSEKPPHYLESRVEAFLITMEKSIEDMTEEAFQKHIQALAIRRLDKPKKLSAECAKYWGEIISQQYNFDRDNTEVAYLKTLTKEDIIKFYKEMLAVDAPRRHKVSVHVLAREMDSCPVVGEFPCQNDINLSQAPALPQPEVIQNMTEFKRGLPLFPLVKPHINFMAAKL
# IDE cell activ – boosts human insulin-degrading enzyme activity in HEK cells. hit rate 0.073% among 340,000. activation, % at 5.96 µM. P14735. FAbeta-B cleavage, fluorescence polarization; 0% vehicle, 100% cell-free pure enzyme wells;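 active = activation above the mean of all tested compounds plus 3 SD, set per screening campaign, cut at about 17% in these data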
# GPR7 antagonist – human neuropeptides B/W receptor 1 antagonism; P48145; GPR7-expressing cells, fluorescence antagonist assay; inhibition, % at 4.4 µM; hit rate 1.1% among 290,000; in the data active = inhibition above about 16%, passing the limit was not always enough;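 note: cells stimulated with the agonist NPW; 0% = agonist with vehicle and 100% = vehicle without agonist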
# PHOSPHO1 block – blocks human PHOSPHO1 phosphatase activity | Q8TCT1 | recombinant PHOSPHO1, absorbance phosphatase assay | inhibition, % at 13.3 µM | hit rate 1.1% among 290,000 | AID 1565; in the data active = inhibition above about 60%
# IMP-1 inhibitor – blocks Pseudomonas aeruginosa IMP-1 metallo-beta-lactamase. purified IMP-1, nitrocefin hydrolysis, epi-absorbance fluorescence. inhibition, % at 5.6 µM. hit rate 0.45% among 290,000. AID 1556;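 active = inhibition above the mean plus 3 SD of all compounds in the same screening run, cut at about 4.5% in these data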;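 note: 0% = IMP-1 with DMSO and 100% = DMSO wells lacking enzyme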
#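 Material – recombinant IMP-1 enzyme, purified · Amount – IMP-1 0.2 nM before substrate addition · Medium – HEPES buffer pH 7.1 with ZnSO4 and Brij 35 · Timing – 25 °C, 15 min preincubation, 25 min reaction · Measured by – plate fluorescence quenching by hydrolysis product, ex 480/em 530 nm · Read-out – percent enzyme inhibition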
# The depositor's hits bear a star; nt = no result given.
# Start of the listing, in advance:
No.	p-CIP stab down	NALP1 inh	VIM-2 inh	M18AAP inhibitor	IDE inh	IDE cell activ	GPR7 antagonist	PHOSPHO1 block	IMP-1 inhibitor	SMILES
1	-3	3	-3.6	5	2	-2	4	23	-4.5	COc1ccc(N(C(=O)c2snc(C(N)=O)c2N)C(C(=O)NC2CCCC2)c2ccc(C)o2)c(OC)c1 (configuration not stated)
2	-6	nt	-1.2	3	nt	5	4	-7	-2.3	Cc1ccc(S(=O)(=O)N(CC(=O)NCc2ccco2)Cc2ccccc2F)cc1
3	-3	5	-2.7	67*	-3	1	-10	4	-2.9	NS(=O)(=O)c1ccc(CCNC(=O)NC2(C(F)(F)F)Oc3ccccc3O2)cc1
4	-8	9	-0.8	3	-1	0	5	1	-0.5	S=C(Nc1ccccc1Oc1ccccc1)Nc1cccc(Cl)c1Cl
5	-1	7	-2.8	-3	-4	-8	-8	43	-2.1	Cc1ccc(CN2CCNC(=O)C2CC(=O)NC2CCCCCC2)cc1 (configuration not stated)

# This part in full, repeating the preview:
No.	p-CIP stab down	NALP1 inh	VIM-2 inh	M18AAP inhibitor	IDE inh	IDE cell activ	GPR7 antagonist	PHOSPHO1 block	IMP-1 inhibitor	SMILES
1	-3	3	-3.6	5	2	-2	4	23	-4.5	COc1ccc(N(C(=O)c2snc(C(N)=O)c2N)C(C(=O)NC2CCCC2)c2ccc(C)o2)c(OC)c1 (configuration not stated)
2	-6	nt	-1.2	3	nt	5	4	-7	-2.3	Cc1ccc(S(=O)(=O)N(CC(=O)NCc2ccco2)Cc2ccccc2F)cc1
3	-3	5	-2.7	67*	-3	1	-10	4	-2.9	NS(=O)(=O)c1ccc(CCNC(=O)NC2(C(F)(F)F)Oc3ccccc3O2)cc1
4	-8	9	-0.8	3	-1	0	5	1	-0.5	S=C(Nc1ccccc1Oc1ccccc1)Nc1cccc(Cl)c1Cl
5	-1	7	-2.8	-3	-4	-8	-8	43	-2.1	Cc1ccc(CN2CCNC(=O)C2CC(=O)NC2CCCCCC2)cc1 (configuration not stated)
6	-9	-4	1.3	-6	1	5	4	-5	2.1	O=C(CCNC(=O)c1ccccc1Cl)Nc1ccc(S(=O)(=O)Nc2ncccn2)cc1
7	1	17	-1.7	-8	-4	-2	0	26	-2.7	Cc1cc(=O)c(C(=O)O)nn1-c1ccccc1F
8	-4	1	-0.7	38*	2	0	-6	80*	0.8	CCN1C(=O)/C(=C2/SC(C)=C(C)N2CC)SC1=S
9	-2	nt	1.7	10	2	7	34*	37	-1.5	O=C(NCc1cccnc1)c1cc(-c2ccc(Cl)cc2)oc1C(F)(F)F
10	0	1	0.5	-5	-2	0	11	1	0.0	O=C(O)COc1c(Cl)cc(/C=C2\NC(=O)NC2=O)cc1Br
11	-2	0	1.9	-208	6	-3	4	28	-0.1	Cc1ccc(-c2nn(-c3ccccc3)cc2CN(Cc2ccccc2)C(=O)CCC(=O)O)o1
12	-5	-8	-1.1	5	-1	-2	-11	56	-1.8	Cn1nc(C(=O)Nc2ccc(S(=O)(=O)N3CCOCC3)cc2)c2ccccc2c1=O
13	-17	-9	-3.6	-112	4	3	-10	6	-3.5	C/C(=N\NC(=S)NC(C)C)c1ccccc1OC(F)F
14	-4	12	-2.6	4	1	1	-12	4	-3.2	Cc1ccccc1-c1nc(C#N)c(NCc2ccco2)o1
15	-9	6	-4.5	25	1	4	-8	-90	-3.5	O=C(NNC(=S)Nc1ccc(F)cc1F)c1ccco1
16	-6	8	-4.8	10	1	2	-22	-7	-3.5	CCCC(=O)NC(c1ccc(C)cc1)c1ccc2cccnc2c1O (configuration not stated)
17	-3	nt	-2.9	0	-9	0	9	-2	-2.9	CCN(CC)S(=O)(=O)c1ccc(NC(=O)C(OC)c2ccccc2)cc1 (configuration not stated)
18	-11	-13	0.8	-1	0	5	7	-23	-1.0	COC(=O)c1sccc1NC(=S)N1CCC(C(N)=O)CC1
19	3	8	-2.2	10	0	2	-6	-9	-1.6	Cc1cccc(NC(=O)c2ccccc2NC(=O)C(C)(C)C)n1
20	6	22	-1.4	-10	-2	0	7	25	-1.8	CN(C(=O)Nc1ccc(S(=O)(=O)N(C)C)cc1)C1CCCCC1
21	-11	15	-2.1	1	2	4	6	32	-2.3	O=C(Cc1ccccc1)Nc1ccccc1N1CCOCC1
22	-8	9	-0.2	-2	0	-6	1	24	-3.9	O=C1Nc2cc(Br)ccc2C1(O)c1ccccc1O (configuration not stated)
23	-14	13	1.6	-9	-4	2	-15	14	0.8	NS(=O)(=O)c1ccc(NC(=O)Nc2cccc3ccccc23)cc1
24	-14	10	1.4	3	0	0	-13	44	-3.3	CCn1cnc2scc(-c3ccc(OC)cc3)c2c1=O
25	0	16	0.7	6	4	-1	-5	14	-5.5	O=C(Cn1c(=O)n(CC2CCCO2)c(=O)c2ccccc21)c1ccccc1 (configuration not stated)
26	-12	10	1.6	-10	-3	11	-3	-34	-3.0	NC(=NCCc1c[nH]c2ccccc12)NS(=O)(=O)c1ccc2ccccc2c1
27	12	14	-2.1	4	10	3	3	-7	-2.7	O=[N+]([O-])c1ccccc1-c1cc(-c2cc(Cl)ccc2O)n[nH]1
28	-13	-2	-1.1	0	2	7	1	40	-1.6	Nc1ccc2nc(N3CCOCC3)sc2c1
29	-8	20	-4.4	3	-4	2	9	-21	-2.0	CC(=O)N1CCN(CC(O)COc2ccc(OCc3ccccc3)cc2)CC1 (configuration not stated)
30	1	3	-0.5	-9	6	1	-3	21	-1.2	FC(F)(F)C1=CC(c2ccc(Cl)cc2)=NCCN1
31	-5	13	-2.4	0	1	-1	11	24	-0.6	O=C(Nc1ccc2c(c1)OCO2)C1CC(=O)N(c2cccc(Cl)c2)C1 (configuration not stated)
32	-2	-15	-1.7	-1	-2	0	-9	-7	-4.0	COCCCn1c2nc3ccccc3nc2c2c(=O)n(Cc3ccc(Cl)cc3)cnc21
33	0	2	-2.0	-5	0	-1	-18	5	-2.8	Cc1c(NC(=O)CSc2nc(-c3ccco3)cc(C(F)(F)F)n2)c(=O)n(-c2ccccc2)n1C
34	-10	47	1.1	2	-2	3	-12	-14	-1.7	COc1ccc(-c2csc3ncnc(Oc4cccc5ccc(C)nc45)c23)cc1
35	-3	-7	-1.5	-12	-2	-5	-7	26	-3.4	O=C(Cc1ccccc1Cl)N1CCOCC1
36	2	nt	-1.2	-4	2	-4	-12	24	-1.6	COCC(C)n1c(SCc2cc(C(=O)OC)c(C)o2)nc2ccccc2c1=O (configuration not stated)
37	-3	5	-1.5	-6	4	2	-9	13	-2.3	COC(=O)c1ccc(CSc2nnc(-c3ccncc3)o2)o1
38	6	8	-1.4	-1	10	-6	-11	24	0.2	CCN1CCN(C(=O)CN2C(=O)COc3ccc(S(=O)(=O)N4CCOCC4)cc32)CC1
39	4	2	1.3	-4	5	4	-7	20	-0.5	COc1ccc(-c2nc(C)c(C(C)=O)n2O)cc1[N+](=O)[O-]
40	4	6	1.0	0	-1	-3	9	-25	1.1	Cc1ccc2nc(C3CCN(CC(=O)Nc4ccc5c(c4)OCCO5)CC3)[nH]c2c1
41	0	9	0.1	-4	0	8	-7	23	-4.6	CCCS(=O)(=O)N1CCC(C(=O)NCCCOCC)CC1
42	-6	5	-2.6	8	-2	0	-5	40	-2.7	Cc1c(N2CCCC2)cc2c(c1NC(=O)c1ccccc1Cl)C(C)(C)CC2(C)C
43	1	10	-3.8	48*	1	2	-9	1	-1.8	CCC(=O)NNc1nc2c(C)cccc2s1
44	8	10	-1.4	-8	0	nt	8	40	-2.0	C/C(=N\NC(=O)c1cccs1)c1ccc2c(c1)OCO2
45	-7	13	-2.7	6	6	6	-11	24	-3.8	COc1cc(C(=O)N2CCN(Cc3ccc4c(c3)OCO4)CC2)cc(OC)c1OC
46	5	4	-1.2	-4	2	5	14	24	-1.8	Cc1cc([N+](=O)[O-])nn1CCCC(=O)Nc1ccc(Cl)cc1Cl
47	-8	-3	-3.8	4	-7	11	0	-13	-4.5	CC(CC(=O)O)CC(=O)Nc1cc([N+](=O)[O-])ccc1O (configuration not stated)
48	1	-2	-5.3	5	0	4	1	-22	-1.4	COc1ccc(N2CCN(S(=O)(=O)CCNC(=O)COc3ccccc3OC)CC2)cc1
49	8	9	-3.2	2	2	1	3	24	-1.5	CN(Cc1ccccc1)C(=O)C1CCCN(Cc2cccc(Cl)c2)C1 (configuration not stated)
50	-12	nt	-3.6	9	0	0	-16	-4	-3.3	COc1ccccc1C(=O)N1CCN=C1c1ccccc1
51	-4	41	-2.1	-2	5	2	-2	0	-2.3	COc1ccc(/C=N/Nc2c(Cl)cc(Cl)cc2Cl)cc1CN1CCOCC1
52	-3	2	-2.9	8	-1	4	-6	3	-4.9	Cc1nc(SCC(=O)c2c[nH]c3ccccc23)n[nH]1
53	2	3	0.1	3	-3	1	19	43	-0.8	N#C/C(=N\Nc1ccc(Cl)cc1)C(=N)N1CCCCC1
54	nt	nt	-3.4	0	-3	1	1	nt	-0.6	O=C(O)c1ccc2c(c1)CC(c1ccccc1)OC2=O (configuration not stated)
55	0	4	1.3	4	-5	1	5	-3	-2.7	CCc1ccc(Nc2c([N+](=O)[O-])c(=O)oc3ccccc23)cc1
56	-5	-5	-4.8	-3	-7	4	-9	30	-2.5	CCn1c(SCc2nc(CC(=O)Nc3ccccc3OC)no2)nnc1-c1cccs1
57	-7	2	-3.2	0	4	3	1	23	-1.3	CCOC(=O)C1=C(c2ccccc2)N(C)C(=O)NC1c1ccc(O)c(OC)c1 (configuration not stated)
58	-6	-3	-1.3	1	9	4	-4	50	-4.2	Cc1ccccc1-c1nc(CS(=O)(=O)CC(=O)NCCCN2CC(C)CC(C)C2)c(C)o1 (configuration not stated)
59	7	-25	-3.6	5	-8	3	-6	nt	-2.9	COc1ccccc1N1CCN(C2CCCN(Cc3cccc(O)c3)C2)CC1 (configuration not stated)
60	7	6	4.1	12	1	-3	-1	24	0.3	CNc1nc2c3ccccc3n(C(C)=O)c2s1
61	-2	17	-1.8	-4	-2	-8	2	4	-1.8	Cc1ccc2[nH]ccc(=O)c2c1

# Whole records, looked up by structure:
# Listed for COc1ccc(N2CCN(S(=O)(=O)CCNC(=O)COc3ccccc3OC)CC2)cc1 → p-CIP stab down = 1; NALP1 inh = -2; VIM-2 inh = -5.3; M18AAP inhibitor = 5; IDE inh = 0; IDE cell activ = 4; GPR7 antagonist = 1; PHOSPHO1 block = -22; IMP-1 inhibitor = -1.4
# Listed for CC(CC(=O)O)CC(=O)Nc1cc([N+](=O)[O-])ccc1O (configuration not stated) → p-CIP stab down = -8; NALP1 inh = -3; VIM-2 inh = -3.8; M18AAP inhibitor = 4; IDE inh = -7; IDE cell activ = 11; GPR7 antagonist = 0; PHOSPHO1 block = -13; IMP-1 inhibitor = -4.5
# Listed for CCOC(=O)C1=C(c2ccccc2)N(C)C(=O)NC1c1ccc(O)c(OC)c1 (configuration not stated) → p-CIP stab down = -7; NALP1 inh = 2; VIM-2 inh = -3.2; M18AAP inhibitor = 0; IDE inh = 4; IDE cell activ = 3; GPR7 antagonist = 1; PHOSPHO1 block = 23; IMP-1 inhibitor = -1.3

# Bioassay records deposited in PubChem by several laboratories.
